# TDP1 inh – inhibitors of human tyrosyl-DNA phosphodiesterase TDP1; Q9NUW8; recombinant TDP1, AlphaScreen DNA substrate cleavage; Potency, µM (titrated, usually from 130 µM), inactives show top-dose activity change, negative = inhibition, actives largely listed as inhibitors; 0.28% of 350,000 active; AID 485290; further: nearly all actives have a fitted effect of over 40% in size
# Target sequence (Q9NUW8 whole entry, looked up): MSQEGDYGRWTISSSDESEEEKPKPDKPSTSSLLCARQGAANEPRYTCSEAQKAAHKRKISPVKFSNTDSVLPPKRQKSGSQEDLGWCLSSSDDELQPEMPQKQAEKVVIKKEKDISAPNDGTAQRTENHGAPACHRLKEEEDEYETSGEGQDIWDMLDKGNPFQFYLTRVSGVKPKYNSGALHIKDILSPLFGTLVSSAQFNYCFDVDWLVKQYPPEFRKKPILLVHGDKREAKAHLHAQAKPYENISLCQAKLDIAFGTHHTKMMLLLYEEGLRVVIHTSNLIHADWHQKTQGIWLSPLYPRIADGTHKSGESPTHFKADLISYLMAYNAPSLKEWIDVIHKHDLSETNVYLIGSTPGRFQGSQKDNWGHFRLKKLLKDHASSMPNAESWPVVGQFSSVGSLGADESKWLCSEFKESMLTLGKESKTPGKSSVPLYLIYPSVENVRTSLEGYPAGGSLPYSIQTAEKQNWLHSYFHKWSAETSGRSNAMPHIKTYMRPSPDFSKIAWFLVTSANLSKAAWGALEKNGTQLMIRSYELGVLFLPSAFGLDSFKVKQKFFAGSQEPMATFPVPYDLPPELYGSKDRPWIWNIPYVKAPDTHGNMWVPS
#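 Compounds were preincubated with Tdp1 (1 nM final) for 15 min at room temperature before substrate (15 nM final) started a 5 min reaction; beads (10 ug/ml final) were then added for 10 min before AlphaScreen detection.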
# N370S GC mod – inhibits or activates N370S mutant glucocerebrosidase; P04062; N370S GC spleen homogenate, 4MU-glucoside fluorescence; Potency, µM (top dose mostly 59.4 µM), inactives show top-dose activity change, negative = inhibition, hits mostly inhibitors; 0.092% of 330,000 active; AID 2101;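 further: 0% = full enzyme activity and -100% = no enzyme basal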
# DT40 TDP1 no CPT – qHTS for Inhibitors of human tyrosyl-DNA phosphodiesterase 1 (TDP1): qHTS in cells in absence of CPT. 15% of 420,000 active. AID 686978, 2013. Potency, µM (series often up to 46.2 µM), inactives show at the highest dose activity change, negative = growth inhibition, usual class: inhibitors. DT40 Tdp1-/- hTDP1 cells, no CPT, ATP luminescence, 48 h; further: nearly all actives have a fitted effect of over 55% in size
#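 Growth of hTDP1-complemented DT40 Tdp1-knockout cells is measured by ATP luminescence after at least 48 hr compound exposure at 37 °C, with DMSO substituting for the 20 nM CPT used in the parallel screen.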
# * marks the source's active call; other numbers are inactive results; ? = inconclusive; / = no result given; & = joins results of further samples; [ ] = dose if it differs, or a comment. The call rests on the fitted dose curve; in most records, active means well fitted curve in the direction sought with a large enough effect; inconclusive means small, poorly fitted or top-dose-only effect, or another doubt; inactive means no such curve, though single readings can be large; an effect the other way counts as inactive or inconclusive. Unless noted, on the % scale 0 is the no-effect control and ±100 the full control effect; potency means the concentration at half of the fitted maximal effect. This is a subset. The share of hits here may be higher or lower than overall.
smiles	TDP1 inh	N370S GC mod	DT40 TDP1 no CPT
Cc1c(Cl)cccc1NC(=S)NCC1COc2ccccc2O1 (configuration not stated)	2.6%	-1.8%	-28.6%
O=C(COc1ccccc1)NC(=S)Nc1ccc2c(c1)Cc1ccccc1-2	2.7%	1.9%	?
Cn1cnnc1SCc1ccccc1Br	3.3%	3.5%	-1.4%
CCCCc1cc2c(cc1NC(=O)CN1CCCCC1)OCCO2	-2.6%	-0.2%	?
O=Cc1c(N2CCN(c3ccccc3)CC2)nc2ccccn2c1=O	3.7%	9.7%	?
CC(C)(C)OC(=O)n1cc(C(=O)c2ccccc2O)cn1	-5.7%	-3.2%	-17.2%
Cn1c2ccccc2c(=O)c2cc(C#Cc3ccccn3)ccc21	/	?	?
CCNc1ncc2nc(CCc3ccccc3)c(=O)n(-c3ccccc3)c2n1	/	15.3%	?
CN(C(=O)Nc1ccc(Cl)cc1)n1cnc2ccccc2c1=O	1.4%	4.8%	-22.3%
CCOC(=O)CSc1nc2cc3c(cc2cc1C#N)OCCO3	-2.4%	6.2%	5.9%
O=C(Cc1cccc2ccccc12)Nc1ccc(Br)cc1C(=O)O	/	-6.5%	?
COc1ccc(C2c3[nH]c4ccc(OC)cc4c3CCN2C(=O)Nc2ccccc2)cc1 (configuration not stated)	8.5%	/	?
CC(C)c1cccc(C(C)C)c1NC(=O)CNCC(O)c1ccccc1 (configuration not stated)	/	-8.8%	-3.2%
O=S(=O)(c1ccc2c(c1)oc1ccccc12)N1CCOCC1	7.8%	-20.5%	-8.4%
CCn1c(SCC(=O)NCCc2ccc(F)cc2)nnc1-c1cccs1	0.0%	0.8%	-16.4%
O=C(NCc1ccco1)c1cnn2c(C(F)(F)F)cc(-c3ccco3)nc12	1.8%	?	?
COCCNc1nc(Cl)c(C#N)s1	0.0%	9.7%	-5.1%
CC1CCN(C(=O)C2CCN(S(=O)(=O)c3ccc(-n4cnnn4)cc3)CC2)CC1	/	-2.2%	?
COc1cc(OC)c(NC(=O)CCNC(=O)Cn2cnc3ccccc3c2=O)cc1Cl	3.9%	0.4%	?
CN(C)C1(CNC(=O)c2cccc(S(=O)(=O)NCc3ccccc3)c2)CCCCC1	0.3%	/	2.9%
CC(=O)c1c(C)c(C)c2n1CCn1c(C)ccc1-2	5.8%	-9.4%	?
Nc1ccc2nc(-c3cccnc3)[nH]c2c1	2.7%	-19.5%	-23.0%
COc1ccc(N(C)S(=O)(=O)c2cccc(C(=O)Nc3nc4ccccc4[nH]3)c2)cc1	9.3%	-15.2%	?
Cc1ccc(Cl)c(OCC(=O)NCC(c2cccs2)N2CCOCC2)c1 (configuration not stated)	/	-13.7%	?
CCn1c(C)nc([N+](=O)[O-])c1C(=O)O	2.3%	-1.2%	7.7%
COc1ccc(N2CCN(Cc3nc(N)nc(N4CCCc5ccccc54)n3)CC2)cc1	6.0%	-15.3%	?
COc1cc(C(CCN2CCCC2)c2c(OC)cc(OC)c3c(C)cc(=O)oc23)cc(OC)c1OC (configuration not stated)	6.8%&3.5%	-8.6%&-15.7%	23.1µM*
CC1CCCCC1NC(=O)COC(=O)c1ccc(S(=O)(=O)N2CCOCC2)cc1 (configuration not stated)	-2.0%	4.2%	-7.4%
O=C(NC1CCCCC1)c1ccc(CNc2c(N3CCOCC3)c(=O)c2=O)cc1	6.5%	-2.2%	-6.2%
CC1CCCCC12NC(=O)N(CC(=O)Nc1ccc(N3CCOCC3)cc1)C2=O (configuration not stated)	-1.1%	-1.9%	-7.0%
Cc1ccc(NC(=O)CC(N)=S)cc1	/	-19.0%	-27.0%
CC(C)(C)c1ccc(Cn2cnc(-c3ccc([N+](=O)[O-])cc3)c2)cc1	8.1%	7.3%	23.1µM*
C=CCN(c1ccc(F)cc1)S(=O)(=O)c1cc(C(=O)NC2CCC(O)CC2)ccc1Cl (configuration not stated)	1.8%	/	-27.9%
Cc1ccc(OC(=O)c2ccccc2P(=O)(O)O)cc1	2.3%	-11.9%	8.2%
O=C(OC(C(=O)NCc1ccccc1)c1ccccc1F)c1ccco1 (configuration not stated)	-2.2%	-4.3%	-1.8%
CCc1ccc(S(=O)(=O)c2nnn3c2nc(NCc2cccc(OC)c2)c2cc(Cl)ccc23)cc1	-2.0%	/	?
C=CCn1c(SCC(=O)Nc2cc(C)nn2-c2ccccc2)nnc1C1CCCCC1	-2.1%	5.8%	-15.3%
COc1ccc(Cc2nc(C(=O)Nc3ccc(Cl)cc3)cs2)cc1	-2.9%	?	-25.7%
Cc1ccc(N=Nc2ccc(O)c3ncccc23)cc1C	7.9%	-1.8%	2.31µM*
CCCCNc1ccc(-c2nc(-c3ccccn3)no2)cc1[N+](=O)[O-]	0.0%	/	-10.4%
CC(/C=C/c1ccccc1)=N/O	3.9%	-5.1%	0.0%
COCCn1c(=O)c(-c2cc(F)cc(F)c2)nc2cnc(N3CCN(C)CC3)nc21	/	19.9%	-16.9%
CCC(C)N(C)C(=O)c1cc2ccccc2c(-c2ccccc2Cl)n1 (configuration not stated)	-4.7%[56.1 µM]	15.3%&21.9%&20.2%	?
COc1ccccc1CNC(=O)CCNS(=O)(=O)c1cc(Br)cnc1N	2.8%	0.2%	?
COCCc1ccc(OCC(O)CNC(C)C)cc1 (configuration not stated)	-3.6%	-4.2%&-6.2%&3.3%&-13.4%	2.0%&-7.9%&2.8%&-8.6%&-25.0%&-4.3%&-17.5%
Cc1ccc(S(=O)(=O)N(C)c2ccc(OCC(=O)Nc3cccc(-n4cnnn4)c3C)cc2)cc1	7.0%	-7.0%	?
COc1ccc(CCNc2oc(/C=C/c3cc(OC)c(OC)c(OC)c3)nc2C#N)cc1OC	0.0%	/	11.6µM*
O=C(Nc1cc(Cl)ccc1Oc1ccccc1)c1ccc(F)cc1	0.6%	10.3%	?
COc1ccc(-n2ncc(C(C)NS(=O)(=O)c3ccc(C(C)=O)cc3)c2C)cc1 (configuration not stated)	2.1%	-16.0%	-0.5%
CN1/C(=C/C(=S)NC(=O)C2(C)CC2(Cl)Cl)C(C)(C)c2ccccc21 (configuration not stated)	10.3%	-4.2%	23.1µM*
CCOc1cc(/C=N/Nc2cccc(C(=O)O)c2)ccc1OC(=O)c1ccccc1	5.4%	-4.8%	?
O=C(/C=C/c1ccccc1)NCC1(c2ccccc2)CCOCC1	2.9%	0.6%	-13.7%
Cc1ccc(Cn2ccc(NC(=O)c3cc(-c4ccccc4)on3)n2)cc1	1.1%	6.1%	-15.4%
Cc1ccc(Cc2nc3ccccc3nc2SCC(=O)NCCC(C)C)cc1	8.1%	/	?
COc1ccc(CCNC(=O)c2ccc3c(c2)S(=O)(=O)N=C2CCCCCN23)cc1	-4.5%	-0.7%	-26.2%
COc1ccc(CCNC(=O)c2cnc3n(c2=O)CCS3)cc1OC	2.4%	-14.0%	-12.2%
CCOC(=O)c1c(-c2ccccc2)csc1NC(=O)/C(C#N)=C/c1ccc(O)c(OC)c1	7.0%	6.1%	?
Cc1nn(-c2ccccc2)c(Cl)c1C(=O)Nc1ccc(N2CCOCC2)cc1	5.8%	2.5%	-17.8%
COc1ccc(CCNC(=O)CN2C(=O)c3ccccc3S2(=O)=O)cc1OC	2.2%	3.2%	1.5%
COc1ccc(CNC(=O)COc2ccc(S(=O)(=O)N3CCCCC3)cc2)cc1	4.1%	-6.0%	?

# Next structures.
smiles	TDP1 inh	N370S GC mod	DT40 TDP1 no CPT
CCOC(=O)c1sc(NC(=O)c2ccccc2C(=O)O)c(C(=O)OCC)c1C	4.7%	3.6%	3.4%
CCn1c(C(=O)N2CCC(C(=O)NCCCOC)CC2)cc2sccc21	6.8%	/	-11.7%
C/C(=N\NC(=O)c1ccccc1OCCOc1ccccc1)c1ccccc1F	-0.8%	?	16.4µM*
CCCCn1c(-c2cccs2)nc2nc3ccccc3nc21	-7.7%	1.3%	23.1µM*
S=c1[nH]nc(-c2ccccc2Cl)n1/N=C/C=C/c1ccco1	6.8%	6.2%	-25.9%
O=C(N/N=C/c1ccco1)c1ccccc1OCc1ccccc1Cl	4.5%	?	-18.3%
Nc1nc(-c2ccc(Br)cc2)cs1	1.0%	-1.2%	-13.1%
CC(C)(C)C1CCC(=NNC(=O)c2ccccc2-n2cccc2)CC1 (configuration not stated)	1.4%	3.2%	-5.3%
COc1ccc(C(C)(C)C)cc1NC(=O)COC(=O)CSCc1c(C)noc1C	0.7%[0.505 µM]	-7.8%	0.3%
COc1ccc([N+](=O)[O-])cc1/C=N/NC(=O)CNC(=O)C(c1ccccc1)c1ccccc1	3.4%	-8.1%	?
COC(=O)C1=C(C(=O)OC)[C@@H]2Nc3ccccc3[C@@]23C[C@@H](C(=O)OC)N(C(C)=O)C3=N1	3.8%[12.3 µM]	1.4%[12.8 µM]	17.1%
Cc1c(/C=N/NC(N)=O)c2ccccn2c1C(=O)c1ccncc1	2.4%	11.4%	-20.4%
COc1ccc(OC)c(NC(=O)C2=C(C)C(=O)OC23CCCCCC3)c1	1.2%	/	?
O=C(N/N=C/c1ccc(Cl)c([N+](=O)[O-])c1)c1cc(-c2ccc3c4c(cccc24)CC3)n[nH]1	/	1.2%	?
CC1CN(c2nc3c(c(=O)n(Cc4ccc(Cl)c(Cl)c4)c(=O)n3C)n2C)CC(C)O1 (configuration not stated)	9.8%	-5.5%	?
O=C(Cn1cnc2ccccc2c1=O)Nc1cccc(-c2nnc3n2CCCCC3)c1	0.0%	6.8%	-16.9%
NNC(=O)/C=C/c1ccc(Cl)cc1Cl	6.0%	-18.5%	-0.8%
O=[N+]([O-])c1cnccc1Nc1ccc(Cl)cc1	6.0%	-7.5%	-21.1%
Cc1cccc(-c2nn(-c3ccccc3)cc2CNCCO)c1	1.9%	/	12.6µM*
Cc1ccc(NC(=S)Nc2ccc3[nH]c(=O)[nH]c3c2)cc1	6.8%	16.3%	?
CC(c1ccccc1)C1CC(=O)N(Cc2ccccc2)C1=O (configuration not stated)	1.2%	1.4%	-17.9%
CCn1c(SCC(=O)Nc2oc(-c3ccccc3)c(-c3ccccc3)c2C#N)nnc1-c1ccco1	10.5%	12.8%	-29.5%

# From PubChem BioAssay
